Assay outcomes (PubChem BioAssay)
bCat nuc transl = modulators of beta-catenin nuclear translocation; HeLa beta-catenin nuclear translocation, immunofluorescence imaging; nuclear translocation activity, % at 5 µM; hit rate 0.3% among 190,000; AID 1665;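 active = nuclear translocation activity above 50% at 5 µM, with a well cell count of 50 or more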;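 also: per-cell ratio of nuclear to cytoplasmic median beta-catenin stain intensity; plate controls were DMSO negative control for no effect and GSK-3 inhibitor IX positive control for full effect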
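Technique: fluorescence imaging of beta-catenin antibody stain plus DAPI / Material: human HeLa cell line / Incubation: compound treatment 24 h, 37°C, 5% CO2 / Read-out basis: % activation of per-cell nuclear versus cytoplasmic median beta-catenin signal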
Insulin prom up = MIN6 insulin promoter up-regulation. MIN6 insulin promoter-GFP reporter, high-content imaging; active compounds read high. z-score at 5 µM. hit rate 0.3% among 190,000;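 active = z-score above 3 at 5 µM with at least 500 cells counted in the well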
Yfh1-depleted yeast = enhancers of respiration in Yfh1-depleted yeast, dose response, Friedreich's ataxia, plus single-dose screen (AID 1465); S. cerevisiae Yfh1-off respiration, WST-1 reduction, 72 h; higher fold induction means a stronger effect; fold induction at 50 µM; hits with a dose series show EC50 in µM; hit rate 0.074% among 220,000;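 active = fold induction of absorbance versus untreated yeast above a set limit, then at least 30% activation at any dose in follow-up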;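 also: activators that raise dye reduction in frataxin-depleted yeast; strong numbers were not always called active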
Autophagy HCS = autophagy modulation, high-content screen. MEF GFP-LC3 puncta imaging; test concentration mostly 10 µM. calls only at 10 µM (by protocol). hit rate 0.98% among 190,000;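 active = percentage of spot-positive cells more than 3 SD above its plate mean, without a fluorescence outlier flag or 80% toxicity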;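 also: spot-positive cell cutoff set from DMSO-treated cells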
MT stabilize HCS = microtubule stabilizers in HeLa cells; hit rate 0.83% among 200,000; % tubulin-high responders, % at 10 µM; HeLa tubulin immunostaining HCS, 24 h; share of cells brighter than vehicle mean+2SD;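 active = plate Z-score above 3 for both tubulin-high and condensed-nucleus cell shares, with cell loss under 80%, at 10 µM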;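 also: anti alpha tubulin signal scored within the nucleus-defined area of each cell; some results filed as inactive read as strong as hits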
Dynein transport = dynein cargo transport inhibition; 3617.4 mouse cells, GR-EGFP nuclear translocation imaging; test concentration mostly 20 µM; stimulated with dexamethasone, 1 µM; active compounds read low; z-score, hits read low; hit rate 0.47% among 220,000;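 active = plate z-score of nuclear minus cytoplasmic receptor signal below a set negative limit, without overly bright fluorescence or cell loss, cut at about -3.5 in these data, passing the limit was not always enough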;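 also: z-score of nuclear minus cytoplasmic ring GR-EGFP intensity difference per well; some compounds called inactive have numbers as strong as hits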
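Buffer or medium: tet-free, stripped-serum medium; reagent: dexamethasone at 1.0 µM final, 30 min; incubation: 48 h induction, 1 h compound, 30 min dex at 37 °C; measured by: formaldehyde fixation, Hoechst nuclear stain, 10x automated fluorescence imaging; read-out: nuclear-to-cytoplasmic GR-EGFP distribution per well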
HEK293 NOD2/NF-kB = inhibition of NOD2-driven NF-kB reporter – cell-based, luminescence, uHTS, HEK293 (AID 1566); HEK293 NOD2/NF-kB luciferase reporter, luminescence; higher % means a stronger effect; one-dose inhibition, % at 4 µM; EC50 in µM for titrated hits; hit rate 0.63% among 290,000; in the data active = inhibition above about 50%; also: many of its hits are not listed in these tables
WT yeast gro inh = growth inhibition of WT yeast, mitochondrial fusion screen; mitochondrial fusion phenotypic screen, WT strain; inhibition, % at 10 µM; hit rate 2.1% among 190,000; in the data active = inhibition above about 58%; tested in S. cerevisiae
Lipid droplet = hepatic lipid droplet formation modulation; AML12 mouse hepatocytes, oleate lipid droplets, BODIPY imaging; inhibition, % at 6.5 µM; hit rate 0.4% among 240,000; AID 1656;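 active = lipid droplet intensity inhibited by at least 50%, with more than 500 cells counted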
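Assay system: AML12 mouse liver cells | Compound dosing: One dose, 6.5 µM compound | Read-out basis: Droplet intensity reduction, % inhibition | Measured by: Fluorescence imaging, 20x objective, two fields per well | Schedule: Overnight treatment with compound plus oleate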
WT yeast gro inh mutant strain = also measured in WT yeast gro inh; calls as there; inhibition, %; mitochondrial fusion phenotypic screen, mutant strain inhibition
Dynein transport cytoplasmic EGFP = recorded beside Dynein transport, whose call it bears; z-score; measured here: cytoplasmic GR-EGFP intensity; active compounds read high
Dynein transport nuclear GR-EGFP = recorded beside Dynein transport, whose call it bears; z-score; measured here: nuclear GR-EGFP intensity;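 lower value marks the stronger effect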
Dynein transport cell count = second read-out of Dynein transport, no call of its own (marks repeat the call); z-score; measured here: cell count per field
Insulin prom up cell count = recorded beside Insulin prom up, whose call it bears; cell count; measured here: cytotoxicity, nuclei count;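 total cells summed across four imaged fields per well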
Lipid droplet cells 6.5 µM = further read-out of Lipid droplet, marked with its call; cell count; measured here: cell count, cytotoxicity flag;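 cells counted across two imaged fields per well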
bCat nuc transl cell count 5 µM = also measured in bCat nuc transl; calls as there; cell count; measured here: cell count, cytotoxicity flag
MT stabilize HCS Hoechst-high % = second read-out of MT stabilize HCS, no call of its own (marks repeat the call); % Hoechst-high responders; measured here: nuclear condensation Hoechst responders;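 share of cells brighter than vehicle mean plus two SD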
MT stabilize HCS cytotoxicity % = recorded beside MT stabilize HCS, whose call it bears; toxicity, %; measured here: cytotoxicity by cell density;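 0% = mean cell density of plate MIN control wells and 100% = no cells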
Autophagy HCS cell loss 18 h = recorded beside Autophagy HCS, whose call it bears; toxicity, %; measured here: cell loss, nuclei count;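 cell loss after 18 h compound exposure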
The depositor's hits bear a star; i = inactive; · = no result given. An excerpt (hit frequency here may not be typical).

1	COc1ccc(C2CC(c3cccs3)=NN2C(=O)COC(=O)c2cncc(Br)c2)cc1OC (stereo not drawn)
2	COc1ccc(O)c(/C=N/n2c(-c3ccco3)csc2=Nc2cccnc2)c1
3	CCN(CC)C(=S)Oc1ccc(Cl)cc1Cl
4	CSCC[C@H](NC(=O)OC(C)(C)C)c1nnc(SCC(=O)N(C)C)o1
5	c1ccc(C2(c3ccccc3)OCC(Cn3cncn3)O2)cc1 (stereo not drawn)
6	CN(C(=O)COC(=O)c1ccc2[nH]c3c(c2c1)CCCC3)C1CCS(=O)(=O)C1 (stereo not drawn)
assay / compound	1	2	3	4	5	6
bCat nuc transl	-0.1	-0.7	-0.9	-3.2	0.2	-1.3
bCat nuc transl cell count 5 µM	1015	1132	1297	1112	1308	1090
Insulin prom up	-0.28	0.78	0.05	1	0.11	0.1
Insulin prom up cell count	1263	1378	1420	1179	1505	1448
Yfh1-depleted yeast	i	i	i	i	i	i
Autophagy HCS	i	i	·	i	i	i
Autophagy HCS cell loss 18 h	8	7	·	3	-4	1
MT stabilize HCS	4.9	4.0	·	0.7	4.3	2.2
MT stabilize HCS Hoechst-high %	3.5	2.7	·	1.4	3.6	1.2
MT stabilize HCS cytotoxicity %	5.8	0.1	·	5.0	6.0	1.0
Dynein transport	-1.4	0.12	-0.69	-0.4	-1.5	-0.54
Dynein transport cytoplasmic EGFP	3	-0.22	-0.11	-0.23	-0.059	-0.18
Dynein transport nuclear GR-EGFP	0.085	0.18	-0.41	-0.31	-0.43	-0.2
Dynein transport cell count	0.73	0.69	-0.2	0.68	-0.035	0.98
HEK293 NOD2/NF-kB	14%	8%	16%	4%	14%	28%
WT yeast gro inh	7	24	·	12	6	8
WT yeast gro inh mutant strain	9	11	·	20	11	-1
Lipid droplet	-10	-17	7	·	·	0
Lipid droplet cells 6.5 µM	672	643	708	·	·	656

Some of these compounds in order of length of the SMILES, lowest first:
3	CCN(CC)C(=S)Oc1ccc(Cl)cc1Cl
5	c1ccc(C2(c3ccccc3)OCC(Cn3cncn3)O2)cc1 (stereo not drawn)
2	COc1ccc(O)c(/C=N/n2c(-c3ccco3)csc2=Nc2cccnc2)c1
6	CN(C(=O)COC(=O)c1ccc2[nH]c3c(c2c1)CCCC3)C1CCS(=O)(=O)C1 (stereo not drawn)
assay / compound	3	5	2	6
bCat nuc transl	-0.9	0.2	-0.7	-1.3
bCat nuc transl cell count 5 µM	1297	1308	1132	1090
Insulin prom up	0.05	0.11	0.78	0.1
Insulin prom up cell count	1420	1505	1378	1448
Yfh1-depleted yeast	i	i	i	i
Autophagy HCS	·	i	i	i
Autophagy HCS cell loss 18 h	·	-4	7	1
MT stabilize HCS	·	4.3	4.0	2.2
MT stabilize HCS Hoechst-high %	·	3.6	2.7	1.2
MT stabilize HCS cytotoxicity %	·	6.0	0.1	1.0
Dynein transport	-0.69	-1.5	0.12	-0.54
Dynein transport cytoplasmic EGFP	-0.11	-0.059	-0.22	-0.18
Dynein transport nuclear GR-EGFP	-0.41	-0.43	0.18	-0.2
Dynein transport cell count	-0.2	-0.035	0.69	0.98
HEK293 NOD2/NF-kB	16%	14%	8%	28%
WT yeast gro inh	·	6	24	8
WT yeast gro inh mutant strain	·	11	11	-1
Lipid droplet	7	·	-17	0
Lipid droplet cells 6.5 µM	708	·	643	656

(more compounds)
7	CCn1cc(C(=O)N(CCC(C)C)c2c(N)n(Cc3ccccc3)c(=O)[nH]c2=O)c(=O)c2ccc(C)nc21
8	S=c1[nH]nc(-c2ccccn2)n1/N=C/c1cccc2ccccc12
9	Clc1ccc(Cc2nnc(-c3ccccc3Br)o2)cc1
10	O=C(N/C(=C/C=C\c1ccccc1)C(=O)N1CCOCC1)c1ccc(Br)cc1
assay / compound	7	8	9	10
bCat nuc transl	-5.9	-3.1	-1.8	-3.5
bCat nuc transl cell count 5 µM	1140	989	536	1106
Insulin prom up	0.08	-0.09	0.11	-0.63
Insulin prom up cell count	1210	1285	1270	1540
Yfh1-depleted yeast	i	i	i	i
Autophagy HCS	i	i	i	i
Autophagy HCS cell loss 18 h	-5	-3	-9	7
MT stabilize HCS	1.6	2.1	1.7	4.8
MT stabilize HCS Hoechst-high %	2.7	2.5	1.3	3.2
MT stabilize HCS cytotoxicity %	4.2	4.7	12	5.6
Dynein transport	-0.32	-0.86	-0.24	-0.83
Dynein transport cytoplasmic EGFP	-0.21	0.012	0.092	-0.31
Dynein transport nuclear GR-EGFP	-0.24	0.11	0.59	0.33
Dynein transport cell count	-0.001	-0.2	-0.29	0.54
HEK293 NOD2/NF-kB	12%	14%	-4%	3%
WT yeast gro inh	-13	-10	26	0
WT yeast gro inh mutant strain	-10	0	10	10
Lipid droplet	15	-1	-10	20
Lipid droplet cells 6.5 µM	711	622	731	745
